Compound activity (PubChem)
RmlC RmlD mix – inhibitors of RmlC and RmlD coupled enzymes. actives 0.39% (n = 110,000). inhibition, % at 5.5 µM. RmlC/RmlD coupled enzyme inhibition, 384-well mixture HTS; in the data active means inhibition above about 30%, passing the limit was not always enough; further: strong numbers were not always called active
HIV RNase H inh – blocks HIV-1 RNase H cleavage of RNA/DNA duplex. AID 565. P04585. actives 1.9% (n = 65,000). inhibition, % at 10 µM. RT-RNase H RNA/DNA duplex cleavage, fluorescence; in the data active means inhibition above about 50%
An asterisk follows results filed as active; x = no result given. These rows are one share of the data. The share of hits here may be higher or lower than overall.

Results follow in this order: RmlC RmlD mix | HIV RNase H inh
- CCC(=O)N1CCc2cc(S(=O)(=O)NCCN3CCC(C)CC3)ccc21
→ 44 | -7
- COCC(=O)Nc1ccc(-c2cn3cccnc3n2)cc1
→ 96* | -14
- CC(C)Sc1nnc2n(CCc3ccccc3)c(=O)c3c4c(sc3n12)COC(C)(C)C4
→ -12 | 14
- COC(=O)CSC1=NS(=O)(=O)c2ccccc21
→ -4 | 66*
- Cc1ccc2c(c1)N(CCCC(=O)NCCC1=CCCCC1)C(=O)CO2
→ 7 | 0
- Cc1nnc2sc(-c3ccncc3)nn12
→ 30 | -7
- O=C(Oc1ccccc1)c1ccc2nccnc2c1
→ -4 | -1
- CCn1c(COc2cccc(C)c2)nnc1SCC(=O)Nc1cccc(C(=O)O)c1
→ -16 | 10
- CCCCn1c(O)c(C(C)=NCc2cc(OC)cc(OC)c2)c(=O)[nH]c1=O
→ -5 | x
- COc1ccc(NC(=O)c2oc3ccccc3c2NC(=O)C(C)(C)C)cc1
→ -15 | 27
- CCc1ccc(/C=C/C(=O)c2c(C)cc(C)[nH]c2=O)cc1
→ 8 | x
- Cc1cc(OCC(C)C)ccc1/C(O)=C1/C(=O)C(=O)N(Cc2cccnc2)C1c1ccncc1 (centres undefined)
→ -7 | x
- Cc1ccccc1-n1nc(C(=O)O)cc1-c1ccccc1
→ -85 | x
- Cc1ccc(N(C(C)C(=O)Nc2ccc(S(=O)(=O)N3CCOCC3)cc2)S(C)(=O)=O)cc1C (centres undefined)
→ 10 | -22
- CCOc1cc(/C=C2/SC(=Nc3ccccc3)N(Cc3cccnc3)C2=O)ccc1OCC#N
→ -2 | x

An excerpt from above in order of length of the SMILES, low to high:
Results follow in this order: RmlC RmlD mix | HIV RNase H inh
- Cc1nnc2sc(-c3ccncc3)nn12
→ 30 | -7
- COCC(=O)Nc1ccc(-c2cn3cccnc3n2)cc1
→ 96* | -14
- CCc1ccc(/C=C/C(=O)c2c(C)cc(C)[nH]c2=O)cc1
→ 8 | x
- Cc1ccc2c(c1)N(CCCC(=O)NCCC1=CCCCC1)C(=O)CO2
→ 7 | 0
- COc1ccc(NC(=O)c2oc3ccccc3c2NC(=O)C(C)(C)C)cc1
→ -15 | 27
- CCOc1cc(/C=C2/SC(=Nc3ccccc3)N(Cc3cccnc3)C2=O)ccc1OCC#N
→ -2 | x
- Cc1ccc(N(C(C)C(=O)Nc2ccc(S(=O)(=O)N3CCOCC3)cc2)S(C)(=O)=O)cc1C (centres undefined)
→ 10 | -22

An excerpt of these results, with each value named.
molecule: CCC(=O)N1CCc2cc(S(=O)(=O)NCCN3CCC(C)CC3)ccc21
  RmlC RmlD mix: 44
  HIV RNase H inh: -7
molecule: Cc1nnc2sc(-c3ccncc3)nn12
  RmlC RmlD mix: 30
  HIV RNase H inh: -7

The listing picks up with the 3 entries that preceded the break.
Results follow in this order: RmlC RmlD mix | HIV RNase H inh
- Cc1ccccc1-n1nc(C(=O)O)cc1-c1ccccc1
→ -85 | x
- Cc1ccc(N(C(C)C(=O)Nc2ccc(S(=O)(=O)N3CCOCC3)cc2)S(C)(=O)=O)cc1C (centres undefined)
→ 10 | -22
- CCOc1cc(/C=C2/SC(=Nc3ccccc3)N(Cc3cccnc3)C2=O)ccc1OCC#N
→ -2 | x
- COCc1cc(=O)[nH]c(/N=C(\N)Nc2ccc(C)cc2)n1
→ 3 | -7
- C=CCCCCCCCC(=O)OC
→ 10 | x
- O=C(Nc1cccc(-c2csc(Nc3ccc(Cl)cc3)n2)c1)c1cccc(C(F)(F)F)c1
→ -12 | x
- Fc1ccccc1OCCCCCCN1CCCC1
→ -4 | x
- CCn1c(CSc2nnc(C)n2-c2ccccc2)nc2cc(S(=O)(=O)N(C)C)ccc21
→ -8 | -4
- NC(=O)[C@@H]1CCCCNc2c(F)cc([N+](=O)[O-])cc2C(=O)N[C@@H](CC(=O)O)C(=O)N[C@@H](CCC(=O)O)C(=O)N1
→ 2 | x
- O=C(CCC(=O)c1cccs1)OCc1nnc(-c2ccccc2)o1
→ -1 | -22
- Clc1cc(I)cc(Cl)c1NC1=NCCN1
→ 4 | x
- CC(C)c1ccc(N(CC(=O)Nc2ccc(S(=O)(=O)N3CCOCC3)cc2)S(C)(=O)=O)cc1
→ -22 | x
- Cc1ccc2c(c1)CC1(CN2C)C(=O)NC(=O)N(c2cccc(C)c2C)C1=O (centres undefined)
→ -9 | -3
- Cc1ccc(NC(=O)C2(NC(=O)c3cccc(N4C(=O)CSC4c4ccccc4)c3)CCCCC2)cc1 (centres undefined)
→ -10 | x
- COc1cc(-c2nnn(CC#N)n2)ccc1OCc1ccccc1
→ -6 | -19
- Oc1ccccc1-c1nc(N2CCCC2)c2ccccc2n1
→ -7 | x
- CCCS(=O)(=O)N1CCC(C(=O)NCCN2CCCC2)CC1
→ x | -6
- CCOc1ccc(CNC(=S)N/N=C\c2ccc([N+](=O)[O-])cc2)cc1
→ -10 | x

More entries follow.
Results follow in this order: RmlC RmlD mix | HIV RNase H inh
- Cc1cc(C(=O)CSc2nnc(-c3cccnc3)n2-c2ccccc2F)c(C)n1C
→ 9 | 8
- O=C(CCn1c(=S)[nH]c2ccccc2c1=O)NCCCN1CCOCC1
→ -5 | x
- O=C(O)c1cccc(N2C(=O)C3CC=CCC3C2=O)c1 (centres undefined)
→ -9 | x
- CCOc1c2ccc(C(=O)NCc3ccccc3OC)cc2nn1CC
→ 19 | x
- COc1cccc(C(=O)Nc2c3c(nn2-c2cccc(C)c2C)CS(=O)(=O)C3)c1OC
→ 5 | -10
- CC(=O)Nc1ccc(NCC(O)COc2ccccc2)cc1 (centres undefined)
→ 3 | -11
- CC(C(=O)Nc1ccc(C(=O)O)cc1)N1C(=O)c2ccccc2C1=O (centres undefined)
→ 8 | -14
- COc1ccc(OC)c(CN2CCCC(C(=O)N3CCCCC3)C2)c1 (centres undefined)
→ 8 | -5
- COC(=O)CN1C(=O)C(O)(CC(=O)c2ccc(C)o2)c2ccccc21 (centres undefined)
→ 22 | -4
- CCN(CC)S(=O)(=O)c1ccc2nc(NC(=O)c3cccs3)sc2c1
→ -12 | 8
- CC(NS(=O)(=O)c1ccc(CCC(=O)NCc2cccnc2)cc1)c1ccccc1 (centres undefined)
→ -197 | x
- O=C(NCc1cccs1)C1CCCN(c2ncccn2)C1 (centres undefined)
→ -9 | -3
- Cc1cc(C)cc(NC(=S)NCc2ccc3c(c2)OCO3)c1
→ 5 | x
- CCCCCc1nc2c(=O)[nH]c3ccccc3c2o1
→ 8 | -6
- CCSC1=C(C#N)C(c2ccccc2Cl)C(C(=O)c2cccs2)C(O)(C(F)(F)F)N1 (centres undefined)
→ -8 | x

Two of the compounds above, as labelled records:
SMILES: CC(NS(=O)(=O)c1ccc(CCC(=O)NCc2cccnc2)cc1)c1ccccc1 (centres undefined)
- RmlC RmlD mix: -197
- HIV RNase H inh: x
SMILES: O=C(NCc1cccs1)C1CCCN(c2ncccn2)C1 (centres undefined)
- RmlC RmlD mix: -9
- HIV RNase H inh: -3

The listing continues:
Results follow in this order: RmlC RmlD mix | HIV RNase H inh
- COc1ccc(N2CCCn3c2nc2c3c(=O)n(CCCc3ccccc3)c(=O)n2C)cc1
→ x | -17
- C#CCN1C(=O)C2C(C(=O)NC)C3C=CC2(O3)C1C(=O)NCc1ccc(OC)cc1 (centres undefined)
→ 4 | -8
- Cc1ccc(Oc2cc(C#N)c(C#N)cc2-n2nnc3ccccc32)cc1C
→ -9 | x
- CCc1ccc(CCC(=O)Nc2sc(C)c(C)c2C(=O)OC)o1
→ -7 | x
- C=CCn1c(SCC(=O)Nc2cc(C)c(Cl)cc2OC)nnc1-c1ccco1
→ 0 | 7
- COc1ccccc1N1C(=O)NC(=O)C(CCc2ccncc2)(CCc2ccncc2)C1=O
→ -1 | x
- Cc1ccc(C(=O)n2nc(-c3ccccc3)nc2NCc2ccco2)cc1
→ -3 | x
- COc1ccccc1NC(=O)c1nn(-c2ccc(F)c(F)c2)ccc1=O
→ -9 | x
- CCOc1ccc(NCCC#N)cc1
→ 2 | x
- C=CCn1c(=O)c2c3c(sc2n2c(Nc4ccc(C(=O)OCC)cc4)nnc12)CCCC3
→ -12 | x
- COC(=O)c1sccc1NC(=O)Nc1ccc(Cl)c(Cl)c1
→ 5 | x
- C=CCNC(=O)c1onc(CSc2cccc(Cl)c2)c1C(=O)O
→ 13 | x
- O=C1C=C(NCC2CCCO2)CC(c2ccccc2)C1 (centres undefined)
→ -8 | -2
- CC(C)COP(=O)(c1ccc(N(C)C)cc1)C(O)c1ccncc1 (centres undefined)
→ 13 | -5
- CCOC(=O)CNC(=O)CSc1ncnc2c1cnn2-c1ccccc1
→ x | -2

More structures follow.
Results follow in this order: RmlC RmlD mix | HIV RNase H inh
- CC(=O)Nc1cc(NC(C)=O)cc(C(=O)OCC(=O)N2CC(C)OC(C)C2)c1 (centres undefined)
→ -5 | -1
- Oc1[nH]c2ccccc2c1C=Nc1ccc2c(c1)OCCO2
→ 5 | -1
- COc1ccccc1N1CCN(C(=O)c2cc(-c3ccc(Cl)c(Cl)c3)on2)CC1
→ 7 | 37
- C=CCNC(=S)NNC(=O)C(CCCC)CC(C)O (centres undefined)
→ 5 | x
- N#CCCN(CCC#N)C(=O)COc1ccc(Cl)cc1Cl
→ -6 | -3
- CC1CCCCC1NS(=O)(=O)c1ccc(S(=O)(=O)N2CCN(CCC#N)CC2)cc1 (centres undefined)
→ 5 | 2
- O=C(NCCCN1CCCC1=O)NC12CC3CC(CC(C3)C1)C2
→ 5 | 7
- Cc1cccc(-n2nnc(C(=O)Nc3ccc(F)cc3)c2N)c1
→ -11 | 15
- COc1ccc(C(=O)CSc2nnc(CNC(=O)c3ccc(OC)c(OC)c3)n2C)cc1
→ -23 | -11
- C/C(N)=C(\C#N)C(=O)NCCc1ccccn1
→ 3 | 2
- O=C(Nc1cccnc1Cl)c1cc(-c2ccco2)on1
→ -3 | x
- O=c1[nH]c(CSc2nnc(-c3ccccc3)n2C2CCCCC2)nc2ccccc12
→ 8 | x
- CC(C)(C)c1ccccc1OCC(=O)NCCC(=O)O
→ -2 | -8
- CN(C)CC(=O)Nc1ccc(S(N)(=O)=O)cc1
→ 7 | -11
- Cc1noc(C)c1S(=O)(=O)NCCN1CCN(c2ccccc2)CC1
→ 6 | 0

(continued)
Molecule	RmlC RmlD mix	HIV RNase H inh
COc1ccc(OC)c(Nc2nc(-c3sc(NC(=O)C(C)(C)C)nc3C)cs2)c1	5	x
Cc1onc(-c2c(F)cccc2Cl)c1C(=O)NC1=NCCS1	-9	-28
CN(C)S(=O)(=O)N(Cc1ccc(Br)cc1)c1ccccc1	34	-15
Cc1cccc(COCC(CC(C)C)N2CCN(C(=O)c3ccc(C(F)(F)F)cc3)CCC2=O)c1 (centres undefined)	-17	x
CCOC(=O)c1[nH]c(C)c(C(=O)NCc2cccnc2)c1C	-12	-10
Cc1cc(Oc2ccc(=O)n(C)n2)nc(Oc2ccc(=O)[nH]n2)n1	x	-9
Cn1cc(SCC(=O)N2CCOCC2)c2ccccc21	-8	x
O=S1(=O)C[C@@H](N2CCOCC2)[C@H](N2CCOCC2)C1	-14	1
Cc1ccc(S(=O)(=O)Nc2c(C)n(C)n(-c3ccccc3)c2=O)cc1	3	x
COc1cccc(C(=O)CN2C3=NCCCN3c3ccccc32)c1	30	-3
CCOC(=O)CN(C(=O)Cn1nnc(-c2ccc(OC)cc2)n1)C(C(=O)NC1CCCC1)c1ccc(F)cc1 (centres undefined)	-4	x
Cn1nnnc1SCc1ccccc1[N+](=O)[O-]	12	x
COc1ccc(CC(=O)OCn2nnc3ccccc3c2=O)cc1	-9	-31
CN1CCN(CC#CCn2c3ccccc3c3ccccc32)CC1	-6	-2
C=CCn1c(SCC(=O)NC2CCCCC2)nnc1C1CCCCC1	-9	x
COc1ccc(OC)c(-c2cc(C3CCN(c4ncccc4[N+](=O)[O-])CC3)[nH]n2)c1	-4	x
COc1ccc(C(NC(=O)c2ccco2)c2ccc(OC)c(OC)c2)cc1 (centres undefined)	-2	-9
O=C(O)c1cc(S(=O)(=O)N2CCCCCC2)c(Cl)cc1Cl	4	3
C#C[C@]1(O)CC[C@H]2[C@@H]3CCc4cc(O)ccc4[C@H]3CC[C@@]21C	-10	-14
Cc1cccc(C(=O)NC2CCN(C(=S)NCc3ccco3)CC2)c1	7	x
Cc1nn(CC#N)c(=O)n1-c1ccccc1	0	x
CCOC(=O)c1c(N)sc2c1CCCC2	1	85*
CCCC(=Nc1ccccc1)C1=C(O)C(C(=O)OC)C(C)(C)CC1=O (centres undefined)	x	-1
C=CCNC(=O)c1c(Cl)cccc1Cl	3	-4
CCOC(=O)CC(Nc1nc(N2CCOCC2)nc(N2CCOCC2)n1)c1ccccc1Cl (centres undefined)	-1	-25
CC1CCC(NC(=O)Cn2c3c(c(-c4ccccc4Cl)cc2=O)CCC3)CC1 (centres undefined)	-4	x
Cc1cc(C)cc(C(=O)N(c2ccccn2)C(C)c2ccco2)c1 (centres undefined)	3	x
COC(=O)COc1ccc(Cl)cc1C1Nc2ccccc2C(=O)N1c1ccc(OC)cc1 (centres undefined)	-7	x
CCCCNc1nc2c(c(=O)n(C)c(=O)n2C)n1CCC	70	0
CC(CCc1ccco1)NC(=O)Nc1cccc(F)c1 (centres undefined)	11	-7

(cont.)
Molecule	RmlC RmlD mix	HIV RNase H inh
COC(=O)CCC(=O)OC1(C)C(=O)C2=CN(CCCOC(C)C)C(c3ccc(OC)cc3)=CC2=C(Br)C1=O (centres undefined)	-1	x
Cc1nnc(-c2cnn(C)c2N)n1Cc1ccc(Cl)cc1	2	x
CCOC(=O)c1c2n(c3ccc(O)cc13)CCC2	8	x
COC(=O)CNC(=O)c1ccc2c(c1)S(=O)(=O)c1ccccc1C2=O	-88	-6
Cc1cccc(NC(=O)CSc2nnc(-c3cc(C)n(-c4ccccc4)c3C)o2)c1C	x	-16
CC(C)(C)Nc1nc(NC(C)(C)C)nc(-n2ccnc2)n1	-3	-1
CC(=O)Nc1ccc2c(c1)nc(CCN1CCC(C)CC1)n2C	-10	x
c1ccc2[nH]c(CN3CCN(c4ncnc5c4oc4ccccc45)CC3)nc2c1	0	-6
COc1ccc(OC)c(S(=O)(=O)N2CCc3ccccc32)c1	-7	-3
O=C(Nc1cccc(-c2nc3ccccc3s2)c1)c1ccc2c(c1)OCO2	-9	x
